PAD4 inh = human PAD4 inhibitors, primary screen, biochemical, fluorescence polarization, 1536-well format | inhibition, % at 6.36 µM | actives 0.41% (n = 330,000) | Protein-arginine deiminase type-4 (Homo sapiens), Q9UM07 | recombinant PAD4, RCA probe fluorescence polarization;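 active means percent inhibition above a cutoff equal to the mean of all tested compounds plus 3 SD, cut at about 15% in these data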;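 further: 0% = PAD4 with RCA probe and DMSO and 100% = probe without PAD4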
pPAFAH FP inh = pPAFAH enzyme inhibitors, primary screen, biochemical, fluorescence polarization, human; Platelet-activating factor acetylhydrolase (Homo sapiens), Q13093; AID 463082, 2010; actives 1.5% (n = 330,000); recombinant pPAFAH, FP-rhodamine probe fluorescence polarization; inhibition, % at 3.39 µM;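 active means inhibition above the mean inhibition across the screen plus 3 SD, cut at about 25% in these data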;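 further: inhibitors block binding of the rhodamine activity-based probe so polarization drops; 0% = enzyme with DMSO and 100% = wells lacking pPAFAH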
Target sequence (Q13093 whole entry, looked up): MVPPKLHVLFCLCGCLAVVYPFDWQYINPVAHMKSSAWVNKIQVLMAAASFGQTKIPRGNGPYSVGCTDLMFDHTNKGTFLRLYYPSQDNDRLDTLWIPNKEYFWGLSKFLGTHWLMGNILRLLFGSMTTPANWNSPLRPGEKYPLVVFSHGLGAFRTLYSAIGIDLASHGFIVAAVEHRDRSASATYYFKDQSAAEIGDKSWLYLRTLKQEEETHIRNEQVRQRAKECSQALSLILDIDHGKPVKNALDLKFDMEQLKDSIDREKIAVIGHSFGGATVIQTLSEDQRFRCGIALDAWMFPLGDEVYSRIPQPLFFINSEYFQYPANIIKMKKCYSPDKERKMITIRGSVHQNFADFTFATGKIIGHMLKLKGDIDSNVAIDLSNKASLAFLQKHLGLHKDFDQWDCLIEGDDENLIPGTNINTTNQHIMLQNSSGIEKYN
PAFAH1B3 FP inh = PAFAH1B3 enzyme inhibitors, primary screen, biochemical, fluorescence polarization, human; Platelet-activating factor acetylhydrolase IB subunit alpha1 (Homo sapiens), Q15102; recombinant PAFAH1B3, FP-rhodamine probe; inhibition, % at 3.39 µM; actives 0.28% (n = 340,000);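 active means inhibition above the screen-wide average of all tested compounds plus 3 SD, cut at about 25% in these data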;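 further: 0% = enzyme with DMSO only and 100% = wells lacking PAFAH1B3 protein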
PME-1 primary = PME-1 inhibitors via competitive probe labeling, primary screen, biochemical, fluorescence polarization, FP-Rh probe, HTS; recombinant PME-1; actives 0.53% (n = 320,000); inhibition, % at 5.9 µM;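 active means inhibition above the campaign mean of all compounds plus 3 SD, cut at about 26% in these data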;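 further: competitive labeling of PME-1 active site by serine hydrolase directed probe; 0% = PME-1 with DMSO and 100% = wells lacking PME-1 enzyme; inhibitors block probe labeling so polarization falls and inhibition rises; many of its hits are not listed in these tables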
Target sequence (Q9Y570 whole entry, looked up): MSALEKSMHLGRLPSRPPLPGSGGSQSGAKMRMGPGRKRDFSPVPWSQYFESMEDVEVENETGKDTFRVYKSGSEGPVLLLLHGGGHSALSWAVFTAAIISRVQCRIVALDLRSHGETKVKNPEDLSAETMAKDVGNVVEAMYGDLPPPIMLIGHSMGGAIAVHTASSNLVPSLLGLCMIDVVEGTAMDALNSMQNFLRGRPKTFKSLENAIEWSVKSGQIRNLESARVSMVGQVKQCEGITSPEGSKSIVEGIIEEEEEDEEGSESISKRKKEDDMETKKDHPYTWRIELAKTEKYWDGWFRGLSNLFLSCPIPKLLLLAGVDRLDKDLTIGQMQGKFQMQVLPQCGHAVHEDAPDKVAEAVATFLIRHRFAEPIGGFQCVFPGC
PAFAH1B2 inh = PAFAH1B2 enzyme inhibitors, primary screen, biochemical, fluorescence polarization, human; actives 1.2% (n = 340,000); inhibition, % at 3.39 µM; recombinant PAFAH1B2, FP-rhodamine activity probe; Platelet-activating factor acetylhydrolase IB subunit alpha2 (Homo sapiens), P68402; AID 492953, 2010;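 active means inhibition above the mean of all tested compounds plus 3 SD, cut at about 24% in these data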;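 further: 0% = enzyme with DMSO and 100% = wells lacking PAFAH1B2; many of its hits are not listed in these tables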
Target sequence (P68402 whole entry, looked up): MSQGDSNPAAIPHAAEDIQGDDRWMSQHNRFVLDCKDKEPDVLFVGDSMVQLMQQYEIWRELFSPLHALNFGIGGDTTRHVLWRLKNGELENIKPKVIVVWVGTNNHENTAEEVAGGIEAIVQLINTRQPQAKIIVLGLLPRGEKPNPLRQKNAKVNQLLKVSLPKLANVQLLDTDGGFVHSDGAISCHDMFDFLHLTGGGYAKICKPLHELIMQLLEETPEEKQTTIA
LYPLA1 counter = LYPLA1 inhibitors, primary screen, counter-screen for PME1 inhibitor project, biochemical, fluorescence polarization, FP-Rh probe ABPP. Acyl-protein thioesterase 1 (Homo sapiens), O75608. recombinant LYPLA1. inhibition, % at 5.9 µM. actives 0.16% (n = 320,000). AID 2174, 2009;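 active means inhibition above the mean of all tested compounds plus 3 SD, set per campaign, cut at about 14% in these data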;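 further: inhibitors block serine hydrolase probe labeling of LYPLA1 so polarization falls; 0% = enzyme with DMSO and 100% = wells lacking LYPLA1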
GSTO1 counter = inhibitors of recombinant GSTO1, primary screen, counter-screen for RBBP9 inhibitor project, biochemical, fluorescence polarization | activity-based probe fluorescence polarization | inhibition, % at 5.96 µM | Glutathione S-transferase omega-1 (Homo sapiens), P78417 | AID 1974, 2009 | actives 1.1% (n = 300,000);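 active means inhibition above the campaign mean inhibition plus 3 SD, cut at about 35% in these data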;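 further: 0% = GSTO1-1 with DMSO and 100% = wells lacking GSTO1-1 enzyme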
PAFAH2 FP inh = PAFAH2 enzyme inhibitors, primary screen, biochemical, fluorescence polarization, human; Platelet-activating factor acetylhydrolase 2, cytoplasmic (Homo sapiens), Q99487; recombinant PAFAH2, FP-rhodamine activity probe; inhibition, % at 3.39 µM; actives 0.99% (n = 340,000); AID 492956, 2010;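 active means inhibition above the mean over all tested compounds plus 3 SD, cut at about 30% in these data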;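 further: inhibitors block probe labeling of enzyme so polarization drops; 0% = enzyme with DMSO and 100% = wells lacking PAFAH2 protein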
Fam108B inh = mouse Fam108B serine hydrolase inhibitors, primary screen, counter-screen for RBBP9 inhibitor project, biochemical, fluorescence polarization | recombinant Fam108B, FP-Rh probe fluorescence polarization | inhibition, % at 9.51 µM | actives 0.33% (n = 300,000);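 active means inhibition above the screen mean inhibition plus 3 SD, computed separately per campaign, cut at about 18% in these data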;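 further: inhibitors lower polarization as less probe binds the enzyme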
Active calls of the source: *; . = no result given.

Second line of a record – LYPLA1 counter	PAD4 inh	PAFAH2 FP inh	PAFAH1B2 inh	Fam108B inh	pPAFAH FP inh	GSTO1 counter	PAFAH1B3 FP inh	PME-1 primary
CCOc1ccc(CC2NCCc3cc(OCC)c(OCC)cc32)cc1OCC (centres undefined)
→ 3	-2	-1	-2	-2	4	2	4	-5
CCCc1cc(=O)n2[nH]c(Cc3ccccc3)nc2n1
→ -4	-5	31*	11	1	8	0	12	5
CC12CCC(C(=O)Nc3cc(F)ccc3F)(CC1=O)C2(C)C (centres undefined)
→ -3	-3	1	1	1	5	7	9	-1
O=c1cc(Cl)[nH]c(=O)n1Cc1ccc(F)cc1
→ -1	4	4	-1	12	3	-6	6	1
CCNC(=O)COC(=O)/C=C/c1c(C)nn(Cc2cccc(OC)c2)c1Cl
→ 1	0	25	2	4	4	3	-4	-2
Cc1ccc(N(Cc2cc(=O)[nH]c3ccccc23)C(=O)C(C)C)cc1
→ -1	26*	-6	2	5	-5	-16	-1	2
c1ccc2cc(Cn3ccnc3)ccc2c1
→ -1	-6	-1	4	1	-1	2	14	0
O=C(C1=C[C@@H](C2CCCCC2)C[C@@H](OCCCCO)O1)N1CCN(Cc2ccc3c(c2)OCO3)CC1
→ -2	-2	8	-4	-2	-3	-1	9	3
Nc1nonc1C(=O)NC(c1ccccc1)c1ccccc1
→ -2	-3	7	3	5	5	3	5	-4
CC(C)(CNC(=O)Cc1ccc(Cl)cc1Cl)N1CCCCC1
→ 1	0	-1	5	0	0	0	6	-4
Cc1nn(Cc2ccccc2)c(Cl)c1C(=O)NC(C)(C)C
→ 0	-5	-2	1	4	-8	3	8	-2
CC(C)(C)n1nc2c(c1NC(=O)CCCc1ccccc1)CS(=O)C2 (centres undefined)
→ 0	-6	-4	-2	-1	-4	5	7	-2
Cc1sc(NC(=O)c2cccc([N+](=O)[O-])c2)c(C(N)=O)c1-c1ccc(C(C)(C)C)cc1
→ 3	-3	2	5	-1	0	4	3	-1
CCOCCOC(=O)C1=C(C)N(C)C(=O)NC1c1cc(Cl)c(O)c(OC)c1 (centres undefined)
→ -2	2	-1	-3	3	2	-3	0	-3
CCC(C(=O)Nc1nc(C)cs1)c1ccccc1 (centres undefined)
→ 3	-4	4	19	-6	2	6	3	-2
CN1CCN(S(=O)(=O)c2cccc(C(=O)N(C)Cc3cccs3)c2)CC1
→ -2	-6	8	0	.	-2	.	10	2
COc1ccc(S(=O)(=O)N(C)c2ccc(C(=O)NCc3ccccn3)cc2)cc1OC
→ -1	2	8	3	6	7	4	0	8
CN(C)Cc1c(O)ccc2occ(C(O)c3ccccc3)c12 (centres undefined)
→ -2	0	-3	-1	2	1	3	-1	0
COc1ccc(CN2CCn3ncc(C(=O)Nc4cc(C)cc(C)c4)c3C2=O)cc1
→ 0	0	-2	2	-5	0	-7	-3	-2
C=CCn1c(Cc2csc(N)n2)nnc1SCC(=O)OCC
→ -1	10	-9	4	9	2	2	-1	-6
CCOC(=O)c1c(NC(=O)CCC(=O)NCc2ccco2)sc2c1CCCC2
→ 2	1	-4	0	-1	13	3	8	3
CCOc1ccc(NC(=O)CN2CCN(CC(=O)Nc3ccc(OC)cc3)CC2)cc1
→ 0	-2	-3	2	0	5	14	9	-2
CC(C)NC(=O)C(=O)NC1CCCCCC1
→ -1	-2	5	8	3	6	2	-2	-6
FC(F)(F)c1cnc(Oc2ccccc2-c2nnc(-c3ccc(Cl)cc3)o2)c(Cl)c1
→ 0	1	-4	-4	-10	1	-9	-4	-8
O=C(O)c1cccc(-c2nnn(Cc3ccccc3Cl)n2)c1
→ 4	1	84*	7	3	1	-7	0	0
S=C(c1ccc(N2CCOCC2)cc1)N1CCOCC1
→ -3	-6	6	3	0	-6	-6	14	-2
O=c1c2cccnc2[nH]c(=S)n1CCC1=CCCCC1
→ 1	0	1	4	0	3	5	4	1
Cc1ccc(C(=O)O/N=C(/c2nonc2N)N(C)C)cc1
→ 1	6	51*	0	3	21	7	8	10
COc1cccc(NC(=O)C(Sc2nnc3ccccn23)c2ccccc2)c1 (centres undefined)
→ 1	-6	1	-2	1	-9	2	2	-13
O=S(=O)(c1ccc(F)cc1)N1CCN(Cc2ccccn2)CC1
→ 4	1	-1	-2	-4	1	6	-1	-3
Cn1cnnc1Sc1ccc(/C=C(\CCC(=O)O)c2nc3ccccc3s2)cc1[N+](=O)[O-]
→ 5	2	-3	26*	1	7	3	3	-1
O=[N+]([O-])c1ccc(N=Nc2c(Cl)cc(O)cc2Cl)cc1
→ 9	16*	15	15	17	46*	57*	16	24
COC(=O)Cc1cc(=O)n(-c2nc3ccccc3s2)[nH]1
→ -3	-6	16	-4	5	19	20	22	6
Cc1cc(-c2ccccc2)n2nc(C)c(C#N)c2n1
→ 0	1	2	6	7	3	-3	8	0
CCCCN(C(=O)c1cc(-c2ccco2)nc2ccccc12)c1c(N)n(CCCC)c(=O)[nH]c1=O
→ -3	-4	6	-4	0	16	4	2	-2
CC1(C)Cc2nc3sc(C(=O)O)c(N)c3cc2CS1
→ -9	-4	.	.	2	10	0	.	-7
COc1ccc(-c2c3c(=O)n(C)c(=O)n(C)c3cn2N2CCOCC2)cc1
→ 3	-1	-9	-1	2	3	-1	2	9
COc1cc(NC(=O)C2CCCN2C(=O)OCc2ccccc2)cc(OC)c1 (centres undefined)
→ -2	-4	-3	1	-1	1	4	5	-3
COc1cccc(N2C(N)=NC(N)=NC2(C)C)c1
→ 2	4	-6	1	-4	2	1	3	4
CCN1C(=O)/C(=C\c2cccn2-c2ccc([N+](=O)[O-])cc2)N(CC)C1=S
→ -1	8	-2	6	-2	3	2	3	2
O=C(CSc1nnc(-c2cccs2)n1-c1ccccc1)N1CCCC1
→ 0	2	-2	5	8	-3	6	3	3
CC(=O)Nc1ccccc1OCC(=O)N(Cc1ccccc1)C(C)C
→ -1	0	-1	2	4	-1	-2	-4	2
CCOc1ccc(-n2c(-c3ccco3)n[nH]c2=S)cc1
→ -2	4	-4	-1	3	1	4	-5	-1
CCC(C)[C@H]1CNC(=S)N1CCc1cc(C(F)(F)F)cc(C(F)(F)F)c1 (some centres undefined)
→ 4	0	-5	3	5	27*	-6	19	8
CC(=O)N1CCOc2ccc(S(=O)(=O)N3CCN(c4cccc(C(F)(F)F)c4)CC3)cc21
→ 2	0	1	3	-3	10	-1	5	8
O=C1NC(=O)C(CC(=O)N(Cc2ccco2)C2(C(=O)NC3CCCC3)CCCCC2)N1 (centres undefined)
→ -2	-2	2	7	-3	-1	6	2	2
O=C(Nc1nnc(CCN2CCCCC2)s1)C1CCCCC1
→ -2	2	-4	1	0	-6	6	3	-1
COC(=O)C1=C(C)N(C(C)c2ccccc2)C(=O)C1 (centres undefined)
→ 0	-3	-2	2	-2	12	-1	8	3
C[C@@]12C(=O)N(c3ccc(F)cc3)C(=O)N1[C@@H]1c3ccccc3OC[C@@H]1[C@H]2c1ccccc1
→ -3	-2	9	0	-1	-4	7	-6	2
Cc1ccc(NS(=O)(=O)c2ccc3c(c2)CC(=O)N3)c(C)c1
→ -2	-3	5	9	-1	33*	-4	7	-1
CCOc1ccc(S(=O)(=O)N2CCN=C2c2ccccc2)c(C)c1C
→ 1	5	-5	7	3	1	-1	12	2
CCCCC(NC(=O)Cc1c(C)c2cc3c(-c4ccccc4)coc3c(C)c2oc1=O)C(=O)O (centres undefined)
→ -6	-2	6	9	-1	12	-12	9	-2
COc1ccc2cc1Oc1ccc(cc1)C[C@H]1c3cc(c(OC)cc3CCN1C)Oc1c(OC)c(OC)cc3c1[C@H](C2)N(C)CC3
→ -1	-5	-7	-5	3	1	2	-4	1
CCC1=C/C(=C/c2sc3ccccc3[n+]2CC)CC(C)(C)C1
→ -1	-4	.	.	1	-1	-4	.	2
CSCc1ccc(C(=O)OCc2nc3ccccc3s2)o1
→ .	4	10	4	.	18	.	12	.
CCNC(=O)C1CCCN1S(=O)(=O)c1ccc2ccccc2c1 (centres undefined)
→ 1	0	1	1	6	4	6	12	4
CCN(CC)C(=O)CSc1nnc(-c2cc(-c3ccc(Cl)cc3)nc3ccccc23)o1
→ 0	-1	-10	-3	-2	-7	-3	3	-9
CCC1(c2ccccc2)NC(=O)N(CC(=O)Nc2ccc3c(c2)OCO3)C1=O (centres undefined)
→ -3	0	4	6	2	3	-5	3	-2
Cc1c(/C=N/Nc2nc3ccccc3[nH]2)c2ccccc2n1C
→ -4	-1	12	11	8	14	-57	13	6
O=C(Cn1cnc2c(nnn2-c2ccccc2)c1=O)N1CCC(Cc2ccccc2)CC1
→ -1	-6	-2	7	2	4	-2	6	0

The list goes on:
Second line of a record – LYPLA1 counter	PAD4 inh	PAFAH2 FP inh	PAFAH1B2 inh	Fam108B inh	pPAFAH FP inh	GSTO1 counter	PAFAH1B3 FP inh	PME-1 primary
O=C(Nc1ccc(Cl)cc1)c1ccc(-n2cncn2)c([N+](=O)[O-])c1
→ 0	-3	-4	-3	0	6	7	11	-3
CCCCn1c(N)c(N(CCOC)C(=O)c2ccc(C)o2)c(=O)[nH]c1=O
→ 0	-4	10	5	1	1	6	1	8
Cc1cc(NO)c(C(C)C)cc1N=O
→ -4	-2	5	2	3	1	-2	-2	-14
CC(=O)OCc1c(C(F)(F)F)nn(C)c1Oc1ccccc1
→ 2	-3	-10	-3	2	3	5	3	-5
COc1ccc(NC(=O)COc2ccccc2)cc1Cl
→ -6	1	0	1	2	-3	2	6	-7
Cc1nc(NS(=O)(=O)c2ccccc2)sc1C(=O)NNS(=O)(=O)c1ccccc1
→ -1	-1	1	18	-1	7	11	5	-4
Cc1ccc(NCc2ccccc2OCc2ccccc2F)cc1
→ -1	-5	1	4	3	7	7	-4	-2
CCN1C(=O)C(C(=O)Nc2ccc(OC)cc2)C2CC1(C)Oc1ccccc12 (centres undefined)
→ -1	-5	-3	-3	0	-3	-10	-1	0
COC(=O)c1cc(-c2ccc(Cl)cc2)n[nH]1
→ -5	1	-5	-3	3	9	7	-2	2
C=CCNc1nc(NCCO)nc(N2CCCC2)n1
→ 3	-3	5	6	0	0	3	3	-5
Cc1ccc(-n2c(N)c(S(=O)(=O)c3ccccc3)c3nc4ccccc4nc32)cc1
→ 4	-2	2	1	-4	-1	2	0	6
CCCCSc1nnc(-c2ccc(OC)cc2)n1C
→ -2	2	1	12	2	3	-1	-4	0
CCC(C)C(NC(=O)OC(C)(C)C)C(=O)NC(Cc1ccccc1)C(=O)OC (centres undefined)
→ 4	2	7	5	-3	1	-2	9	0
CC(OC(=O)c1ccc(NS(=O)(=O)c2cccs2)cc1)C(=O)N(C)C1CCCCC1 (centres undefined)
→ 2	-8	-1	-1	0	7	1	10	1

Screens (PubChem)

Only part of the results is shown; rates above refer to the full screens.
